# TRb SRC2 PPI: inhibitors of human thyroid hormone receptor beta-SRC2 interaction; P10828; TRbeta-SRC2 peptide binding, fluorescence polarization; receptor liganded with 1 µM T3; Potency, µM (doses to about 106 µM), inactives show at the top dose activity change, negative = inhibition, actives largely listed as inhibitors; 280,000 compounds, 0.065% hits;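 also: plate controls were bound peptide for no effect and peptide without receptor for full effect; nearly all actives have a fitted effect of over 50% in size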
# Target sequence (P10828 whole entry, looked up): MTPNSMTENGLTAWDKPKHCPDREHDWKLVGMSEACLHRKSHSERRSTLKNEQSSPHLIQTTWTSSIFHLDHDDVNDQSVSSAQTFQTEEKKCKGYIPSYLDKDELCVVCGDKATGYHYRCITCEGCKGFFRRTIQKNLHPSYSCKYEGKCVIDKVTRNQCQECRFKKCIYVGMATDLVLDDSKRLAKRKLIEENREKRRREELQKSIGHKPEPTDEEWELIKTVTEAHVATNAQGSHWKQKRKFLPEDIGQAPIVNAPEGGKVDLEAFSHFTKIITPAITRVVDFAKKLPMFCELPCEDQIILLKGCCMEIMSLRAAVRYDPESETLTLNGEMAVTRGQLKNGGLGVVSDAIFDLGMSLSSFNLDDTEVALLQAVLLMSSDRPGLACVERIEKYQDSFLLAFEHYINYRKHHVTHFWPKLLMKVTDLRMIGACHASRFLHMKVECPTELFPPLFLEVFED
#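 Each compound concentration gave % activity, normalized to unbound and bound Texas Red SRC2 controls, from polarization read after 5 hr ambient incubation with T3-loaded human TRb LBD.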
# TexasRed fluor: Texas Red fluorescence interference in TRb-SRC2 counter-screen. TRb/SRC2 Texas Red total fluorescence interference. Potency, µM (titrated, usually from 106 µM), without a hit: at the top dose fluorescence change, negative = quenching. 280,000 compounds, 0.29% hits; active = well fitted curve in either direction with a large enough effect; inconclusive = small, poorly fitted or top-dose-only effect; also: % is scaled to controls: 0 for no effect and ±100 for the full control effect
#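 Human TRβ ligand-binding domain (0.6 uM) and Texas Red SRC2 peptide (20 nM) in Tris buffer with 1 uM T3 and 5% DMSO were incubated with pinned compound for 5 hr at ambient temperature. Total fluorescence was computed as S + 2P (555/632 nm).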
# Tau fibril ThT: inhibitors of human tau fibril formation, thioflavin T binding. Potency, µM (series often up to 57.4 µM), for the others: at the highest dose activity, negative = inhibition, hits mostly inhibitors. 270,000 compounds, 2.1% hits. P10636. recombinant tau K18 P301L, heparin-induced fibrillization, ThT fluorescence; also: % is scaled to controls: 0 for no effect and ±100 for the full control effect; nearly all actives have a fitted effect of over 55% in size
#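 Heparin-induced (20 uM) aggregation of recombinant human K18 P301L tau, 15 uM unlabeled with 0.24 uM labeled, pH 7 acetate buffer, 6 hr at 37 C with compound. Fibrils quantified by 30 uM ThT fluorescence after 1 hr ambient incubation.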
# RECQ1 helicase: blocks DNA unwinding by human RECQ1 | AID 2549 | P46063 | RECQ1 DNA unwinding, red fluorescence kinetic read | Potency, µM (top dose mostly 57.3 µM), for inactives: top-dose activity, negative = inhibition, most hits filed as inhibitors | 240,000 compounds, 0.54% hits;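 also: plate controls were vehicle for no effect and no enzyme for full effect; nearly all actives have a fitted effect of over 30% in size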
# Target sequence (P46063 whole entry, looked up): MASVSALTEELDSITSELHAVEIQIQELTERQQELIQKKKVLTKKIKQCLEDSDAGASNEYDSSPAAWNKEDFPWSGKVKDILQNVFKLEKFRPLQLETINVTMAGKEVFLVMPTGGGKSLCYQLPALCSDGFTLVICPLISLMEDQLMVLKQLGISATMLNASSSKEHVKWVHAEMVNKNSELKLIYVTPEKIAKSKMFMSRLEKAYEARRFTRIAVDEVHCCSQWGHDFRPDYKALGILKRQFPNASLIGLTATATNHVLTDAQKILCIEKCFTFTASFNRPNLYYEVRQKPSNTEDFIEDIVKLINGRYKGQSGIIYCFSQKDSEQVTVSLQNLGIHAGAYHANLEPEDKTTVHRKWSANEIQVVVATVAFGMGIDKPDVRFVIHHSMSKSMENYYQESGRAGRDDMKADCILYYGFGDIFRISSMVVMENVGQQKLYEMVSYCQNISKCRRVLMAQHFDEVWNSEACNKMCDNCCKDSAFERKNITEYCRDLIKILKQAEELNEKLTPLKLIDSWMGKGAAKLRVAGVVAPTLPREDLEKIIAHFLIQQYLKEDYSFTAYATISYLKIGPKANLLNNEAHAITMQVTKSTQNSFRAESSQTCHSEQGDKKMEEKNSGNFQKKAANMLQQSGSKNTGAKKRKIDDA
#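 50 nM RECQ1T1 preincubated 15 min with compound in Tris pH 8.0 buffer with MgCl2, DTT, Tween-20 and 2.5 ug/ml poly(dI-dC); started with 200 nM TAMRA/BHQ-2 forked duplex and 2 mM ATP. Unwinding read as fluorescence (525/598 nm), two reads 2 h apart.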
# L3MBTL1 inh: inhibitors of human L3MBTL1. 230,000 compounds, 0.66% hits. AlphaScreen L3MBTL1–H3K9me1 peptide binding. Potency, µM (doses to about 57.1 µM), without a hit: at the top dose activity, negative = inhibition, hits mostly inhibitors; also: % is scaled to controls: 0 for no effect and ±100 for the full control effect; nearly all actives have a fitted effect of over 60% in size
#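 AlphaScreen proximity signal between nickel-chelate acceptor and streptavidin donor beads (final 10 ug/mL) reports binding of 50 nM L3MBTL1 to 75 nM biotin-H3 K9me1 peptide; complex incubated with compounds 30 min at room temperature; cefsulodin titration as control.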
# HTT cytoprotect: Huntington cell model cytoprotection by ATP luminescence; PC12 HTT-Q103 induced, cytoprotection, ATP luminescence, 40 h; Potency, µM (highest dose often 56.4 µM), inactives show cytoprotection (ATP increase), usual class: activators; 230,000 compounds, 0.14% hits;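 also: % of control where 0% means no effect; nearly all actives have a fitted effect of over 45% in size; toxic huntingtin expression switched on by the ecdysone agonist tebufenozide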
#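 Rat PC12, Q103 Htt exon1-GFP fusion, ecdysone promoter; tebufenozide inducer 100 nM final; compound titration; qHTS, 1500 cells/well; ATPlite luminescent read.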
# Tau fluor counter: counter-screen for tau fibril formation inhibitors; tau K18 P301L Alexa594 fluorescence, heparin fibrillization; Potency, µM (series often up to 57.7 µM), for inactives: at the highest dose activity change, negative = decrease; 280,000 compounds, 0.93% hits; AID 1463; also: % is scaled to controls: 0 for no effect and ±100 for the full control effect; nearly all actives have a fitted effect of over 55% in size
#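 Human tau K18 P301L (15 uM unlabeled, 0.24 uM Alexa 594-labeled) in 100 mM sodium acetate pH 7 with 20 uM heparin, 6 hr at 37 C. ThT 30 uM added, 1 hr ambient; Alexa 594 FP and total fluorescence read at 555/632 nm.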
# Tau FP inhib: inhibitors of human tau fibril formation | K18 P301L tau heparin fibrillization, Alexa594 FP, 6 h | Potency, µM (top dose mostly 57.7 µM), without a hit: top-dose activity, negative = inhibition, most hits filed as inhibitors | 280,000 compounds, 0.39% hits | AID 1468; also: % is scaled to controls: 0 for no effect and ±100 for the full control effect; nearly all actives have a fitted effect of over 55% in size
#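 Steps: dispense K18 P301L tau (15 uM plus 0.24 uM Alexa 594 tracer, final) in pH 7 sodium acetate; add compound; add heparin (20 uM final); incubate 6 hr, 37 C; add ThT (30 uM final); after 1 hr ambient, read FP.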
# Starred values were filed as active, the others as inactive; i = inactive; u = inconclusive; x = no result given; [ ] = remark or other dose. Unless noted, calls follow the shape of the dose curve; as a rule, active = well fitted curve in the direction sought with a large enough effect; inconclusive = small, poorly fitted or top-dose-only effect, or another doubt; inactive = no such curve, though single readings can be large; an effect the other way counts as inactive or inconclusive. Potency is read from the fitted curve at half-maximal effect. This is a subset. The share of hits here may be higher or lower than overall.
SMILES,TRb SRC2 PPI,TexasRed fluor,Tau fibril ThT,RECQ1 helicase,L3MBTL1 inh,HTT cytoprotect,Tau fluor counter,Tau FP inhib
Cc1cc(C)c(S(=O)(=O)NCC(c2ccco2)S(=O)(=O)c2cccs2)c(C)c1 (centres undefined),-1%,-2%,-2%,x,x,x,-10%,-7%
Cc1c(Cl)c(C(=O)N2CCCC2)nn1C,-3%,-1%,10%,-3%,6%,x,9%,-4%
CC1=NN(c2ccccc2)C(=O)/C1=C\c1cc(C)n(-c2cccnc2)c1C,0%,0%,u,-7%,-10%,1%[10 µM],-20%,-8%
O=C(CN1C(=O)/C(=C/c2ccccc2)SC1=S)Nc1ncc(Cc2ccccc2)s1,-2%,-3%,u,-1%,x,8%[10 µM],u,u
COc1ccccc1CNC(=O)CN(Cc1ccc(Cl)cc1)S(C)(=O)=O,-2%,-1%,-7%,-5%,0%,24%[10 µM],-9%,3%
COc1ccc(CNCCC2(Cc3ccccc3)CC(C)N(C)CC2C)cc1OC (centres undefined),6%[53 µM],-1%[53 µM],-1%,5%,10%,19%[10 µM],4%,-1%
CCCNC(=S)N1CCN(CC)CC1,2%,-4%,1%,-2%,-8%,18%[10 µM],8%,-4%
COc1cccc(C(=O)Nc2cc(-c3cn4cccnc4n3)ccc2C)c1OC,1%,-11%,-1%,x,x,x,-2%,-4%
C[C@@]12CCC=C[C@H]1[C@H](c1ccc3ccccc3c1/C=C/c1ccccc1)N(Cc1ccccc1)C2=O,-9%,-1%,u,-6%,x,6%[10 µM],-4%,5%
O=C1CCC(C(=O)OCc2cc(=O)oc3ccc4ccccc4c23)=NN1,5%,1%,x,-2%,x,9%[10 µM],-19%,-5%
Cc1ccsc1/C=N/NC(=O)c1cccs1,1%,-6%,u,-6%,-4%,u,-12%,-5%
Cn1c(CN2CCOCC2)nnc1SCc1ccccc1,6%,-3%,-3%,-13%,1%,8%,0%,0%
NC(=O)N/N=C/c1cc(Br)ccc1OCC(=O)NCc1ccccc1,-4%,-5%,10%,2%,-16%,17%[10 µM],6%,6%
Cc1cccc(-n2nc([N+](=O)[O-])c(N3CCN(C(=O)c4ccco4)CC3)[n+]2[O-])c1,-3%,-4%,-17%,-2%,0%,x,-12%,3%
Cc1cc(C(=O)N2CCN(c3ccccc3)CC2)no1,-4%,1%,-24%,1%,1%,25%,-13%,-6%

# The list goes on; the last four above are carried over.
SMILES,TRb SRC2 PPI,TexasRed fluor,Tau fibril ThT,RECQ1 helicase,L3MBTL1 inh,HTT cytoprotect,Tau fluor counter,Tau FP inhib
Cn1c(CN2CCOCC2)nnc1SCc1ccccc1,6%,-3%,-3%,-13%,1%,8%,0%,0%
NC(=O)N/N=C/c1cc(Br)ccc1OCC(=O)NCc1ccccc1,-4%,-5%,10%,2%,-16%,17%[10 µM],6%,6%
Cc1cccc(-n2nc([N+](=O)[O-])c(N3CCN(C(=O)c4ccco4)CC3)[n+]2[O-])c1,-3%,-4%,-17%,-2%,0%,x,-12%,3%
Cc1cc(C(=O)N2CCN(c3ccccc3)CC2)no1,-4%,1%,-24%,1%,1%,25%,-13%,-6%
O=C(CSCc1ccc(Cl)cc1)Nc1ccc2c(c1)OCO2,-14%,1%,-14%,-9%,-1%,-1%[10 µM],-9%,-1%
CCc1cc(C(c2ccc(F)cc2)N2CCOCC2)c(NC(=O)c2ccccc2)s1 (centres undefined),-1%,-4%,32µM*,-6%,-1%,-34%,u,-9%
OCC(O)/C=N/Nc1nc(N2CCCCC2)nc(N2CCCCC2)n1 (centres undefined),-3%,-1%,-9%,i,x,-22%,-7%,0%
Cc1nn(Cc2ccc(Cl)cc2Cl)c(Cl)c1/C=N/NC(=O)CNc1cccc(C(F)(F)F)c1,2%,-25%,-1%,-8%,-3%,4%[1.9 µM],-30%,-14%
COc1ccc(NC(=O)c2c(NC(=O)CNCC(C)C)sc3c2CCC3)c(OC)c1,-5%,1%,5%,i,3%,-4%,8%,7%
CCc1ccc(-n2nc(CO)c(C(=O)NCCCCc3ccccc3)n2)cc1,-2%,-2%,0%,x,x,x,8%,8%
CCCCCn1c(N2CCOCC2)nc2c1c(=O)n(CC(N)=O)c(=O)n2C,-7%,-6%,9%,-5%,31%[activator],-1%,-1%,-5%
Cc1ccc(CSc2nnc(-c3ccncc3)n2CC2CCCO2)cc1 (centres undefined),1%,0%,-1%,0%,1%,-18%,-1%,3%
CCOC(=O)c1sc(SC)nc1N,6%,-1%,2%,-5%,2%,4%[10 µM],9%,6%
CCCCn1c(CN2CCN(C)CC2)nc2ccccc21,-7%,-6%,7%,i,35%[activator],4%[0.074 µM],-2%,-8%
CCOC(=O)c1sc2ncnc(OC)c2c1C,-2%,-7%,2%,i,x,3%,0%,-6%
Cc1c(C(=O)NCC(c2ccc(Cl)cc2)N2CCOCC2)oc2ccccc12 (centres undefined),-2%,-10%,-9%,x,x,x,-14%,3%
COC(=O)Cn1ccc(N(C)C)c(C#N)c1=O,10%,2%,2%,-1%,0%,0%[0.074 µM],1%,-3%
O=C(NC1CCCC1)c1ccc2c(c1)N(Cc1ccc(C(F)(F)F)cc1)C(=O)c1ccccc1S2,-3%,-3%,-5%,x,x,x,-8%,-15%
CCOc1cc2sc(N3CCC(C(=O)Nc4ccc(C)cc4)CC3)nc2cc1Br,6%,-22%,u,x,x,x,-29%,1%
Cc1ccc(C(=O)Nc2ccc3oc(-c4cc(Br)ccc4Cl)nc3c2)cc1,-9%,4%,u,x,x,x,-21%,u
COc1ccc(C(=O)N2CCN(C(=O)COc3ccc(Br)cc3)CC2)cc1OC,1%,-4%,-4%,x,x,x,-9%,9%
COc1ccc([C@H]2[C@H](C(=O)C(C)(C)C)N3N=Cc4ccccc4C3C23C(=O)OC(C)(C)OC3=O)cc1 (some centres undefined),-4%,0%,-2%,-4%,-2%,x,3%,4%
O=C(CCCCCn1c(=O)[nH]c2ccsc2c1=O)NCc1cccs1,5%,-3%,6%,-1%,-3%,13%[1.9 µM],2%,0%
Cc1cccc(Cn2c(C)c(CNC3CCCCCC3)c(C(=O)O)c2C)c1,0%,-3%,-4%,x,x,x,1%,5%
Cc1[nH]c2ccccc2c1/C=C(\C#N)C(=O)NC(C)c1ccccc1 (centres undefined),-1%,-2%,-8%,i,4%,-22%,u,-11%
COc1ccc(C2NC(=S)NC3=C2CCc2cc(OC)ccc23)cc1 (centres undefined),-10%,1%,u,-12%,-18%,-30%,-28%,-1%
Cn1nnnc1SCC(=O)Nc1ccccn1,3%,-1%,-6%,0%,x,9%,-8%,0%
Cn1c(SCC(=O)c2ccc(-c3ccccc3)cc2)nnc1-c1ccco1,12%,2%,u,-11%,u,5%[10 µM],-6%,1%
Cc1ccc(S(=O)(=O)NCCSc2nnnn2-c2cc(C)ccc2C)cc1,1%,-1%,-2%,-9%,1%,-31%,-19%,9%
CCOCCOC(=O)C1=C(C)N(C)C(=O)NC1c1ccccc1Cl (centres undefined),5%,1%,11%,-3%,3%,4%,5%,8%
COc1ccc(CNC(=O)C(c2ccncc2)N(C(=O)Cc2cccs2)c2ccccc2)cc1 (centres undefined),1%,-1%,9%,1%,-3%,2%[10 µM],7%,2%
COc1ccc(-n2nc(C(=O)Nc3ccc(C)cn3)c3c4ccccc4n(C)c3c2=O)cc1,-4%,-1%,-1%,x,x,x,-7%,-1%
CCN(C(=O)CSc1nc2nc(C)cc(C)n2n1)c1cccc(C)c1,-13%,-1%,-1%,i,15%,-24%,-12%,-9%
c1ccc2nc3c(nc2c1)[nH]c1ccccc13,3%,-9%,-24%,-1%,3%,-75%[inhibitor][0.074 µM],-7%,-3%
COc1ccc(NC(=O)c2ccc3c(c2)N(Cc2cccc(Cl)c2)C(=O)c2ccccc2S3(=O)=O)cc1Cl,0%,-1%,12%,x,x,x,-17%,16µM*
CS(=O)(=O)Nc1ccc(N2CCCCC2)c(Cl)c1,-23%,-1%,-10%,-6%,-6%,10%[10 µM],-15%,5%
O=C(NC1CCCC1)c1noc2c1CCCCC2,-10%,-2%,-6%,-10%,x,-3%,-4%,0%
Cc1ccc2nc(N3CCN(c4ccccc4)CC3)c3nnnn3c2c1,6%,1%,u,x,x,x,-24%,13%
N#Cc1c2n(c3c(N)ncnc13)CCCCC2,-3%,-5%,-8%,-8%,-2%,22%[10 µM],-13%,-11%
Cn1c(=O)c2c(nc(CN3CCN(Cc4ccccc4)CC3)n2Cc2ccc(Cl)cc2)n(C)c1=O,-2%,-3%,-22%,-8%,x,-91%[inhibitor],-21%,-2%
COc1cccc(/C=N/Nc2nc3ccccc3n3cnnc23)c1O,-2%,-1%,u,5µM*,-18%,-42%[10 µM],-18%,14%
Nn1c(Cc2ccccc2F)n[nH]c1=S,3%,0%,-10%,-1%,-6%,-47%[inhibitor],-3%,-3%
COCCN(Cc1cc2cc(C)c(C)cc2nc1Cl)C(=O)Nc1ccccc1,-4%,-6%,-1%,-12%,6%,1%[10 µM],-14%,-12%
CCN(CC)C(=O)c1ccc2c(c1)nnn2C,-2%,-1%,-12%,3%,9%,x,-7%,4%
CC(=O)Oc1ccc(OC(C)=O)c(SCCCCCCl)c1,7%,-2%,-16%,2%,x,-255%[inhibitor],-14%,10%
C/C(=N\NC(=O)c1c(Br)c(C)nn1C)c1ccc(NC(=O)c2ccoc2C)cc1,-2%,-2%,u,-2%,-5%,x,0%,-4%
CCOc1ccccc1N(CC(=O)NC1CCCC1)C(=O)CCC(=O)Nc1cc(C)on1,-5%,-2%,-3%,i,-4%,5%[10 µM],2%,8%

# Compound activity as filed in PubChem BioAssay.
